U2OS ROS induce: ROS inducers in U2OS cancer cells, primary screen, cell-based, H2DCF-DA fluorescence. AID 624156, 2012. U2OS ROS induction. 46,000 compounds, 2% hits. ROS induction (% of piperlongumine), % at 10 µM; in the data active means ROS induction above about 79%, passing the limit was not always enough; inconclusive means no clear call, values can overlap the other calls;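 further: 0% = DMSO vehicle median and 100% = reference compound median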
Active calls of the source: *; ? = inconclusive. Some of the compounds tested, so the mix of outcomes need not match the whole.

SMILES | U2OS ROS induce
C[C@H](CO)N1C[C@H](C)[C@H](CN(C)Cc2ccc3c(c2)OCO3)Oc2ccc(NC(=O)Nc3ccc(C(F)(F)F)cc3)cc2CC1=O | 12.1
COc1ccccc1C1N(c2ccc(Cl)cc2)C(=O)N2CCCN12 (stereo unspecified) | -5.8
Cc1ccc(OCc2n[nH]c(=S)n2-c2ccccc2)cc1C | 27.5
COc1ccc(C2=NN(CCC(=O)NC3CC3)C(=O)CC2)cc1 | -14.2
CO[C@H]1O[C@H](COC(=O)c2ccccc2)[C@@H](O)[C@H](O)[C@H]1OC(=O)c1ccccc1 | 15.9
C[C@@H]1CCCCO[C@@H](CN(C)S(=O)(=O)c2cccs2)[C@@H](C)CN([C@H](C)CO)C(=O)c2cc(NC(=O)Nc3cccc4ccccc34)ccc2O1 | 16.9
Cc1ccc(S(=O)(=O)NC(=O)NN2CCCCCC2)cc1 | 5.6
C[C@H](CO)N1C[C@H](C)[C@H](CN(C)S(=O)(=O)c2ccccc2)Oc2ncc(C#Cc3ccccc3)cc2C1=O | 25.2
C[C@@H]1CN([C@H](C)CO)C(=O)c2cccc(NS(=O)(=O)c3ccccc3)c2O[C@@H]1CN(C)C(=O)Nc1ccc(C(F)(F)F)cc1 | -3.5
Cc1cc(C)nc(SCC(=O)N2c3ccccc3Sc3ccccc32)n1 | -3.7
CC(=O)NC1=NC(=O)/C(=C/c2cccc(Oc3ccccc3)c2)S1 | 21.0
Cc1ccccc1CN(C)C[C@@H]1OCc2cn(nn2)CCCC(=O)N([C@@H](C)CO)C[C@@H]1C | 41.1
C[C@@H]1CN([C@@H](C)CO)C(=O)c2cc(NS(=O)(=O)c3ccc(F)cc3)ccc2O[C@H]1CN(C)C | -10.5
Cn1c(-c2nonc2NC(=O)c2ccccc2Br)nc2ccccc21 | 101.9*
C[C@@H]1CCCCO[C@@H](CN(C)C(=O)c2ccccc2)[C@@H](C)CN([C@H](C)CO)C(=O)c2cc(NC(=O)CCCN(C)C)ccc2O1 | -5.7
O=C(CSc1nnc(-c2ccncc2)n1-c1ccc(Cl)cc1)Nc1ccc2cn[nH]c2c1 | -2.4
O=C(COc1ccccc1[N+](=O)[O-])Nc1ccc(Br)cc1C(=O)O | 1.5
CCc1ccc(S(=O)(=O)N2CCSC2c2ccccc2)cc1 (stereo unspecified) | -2.3
COc1ccc(C#Cc2cnc3c(c2)C(=O)N([C@H](C)CO)C[C@H](C)[C@H](CN(C)Cc2ccccc2)O3)cc1OC | 10.3
COC(=O)C1=CN(CCc2ccc(F)cc2)C=C(C(=O)OC)C1c1ccccc1C(F)(F)F | 47.6
NC(=O)NCC#Cc1ccc2c(c1)[C@]1(C(=O)N2)[C@H](C(=O)O)[C@H]2C(=O)O[C@H](c3ccccc3)[C@H](c3ccccc3)N2[C@@H]1c1ccc(O)cc1 | 31.3
CCCc1cc(=O)oc2cc(OCC(=O)OCc3ccccc3)ccc12 | 13.5
CNC[C@@H]1Oc2ccc(NS(=O)(=O)c3cccs3)cc2CC(=O)N([C@H](C)CO)C[C@@H]1C | -3.6
C[C@H](CO)N1C[C@H](C)[C@H](CN(C)Cc2ccccc2)Oc2ccc(NC(=O)CCN3CCOCC3)cc2C1=O | -6.7
C[C@@H]1CN([C@H](C)CO)C(=O)Cc2cc(NC(=O)Nc3ccccc3)ccc2O[C@H]1CN(C)S(=O)(=O)c1ccccc1 | 10.0
COc1ccc(C2Oc3c(OC)cc(CCCO)cc3C2COC2OC(CO)C(O)C(O)C2O)cc1OC (stereo unspecified) | -7.2
Cc1noc(C)c1S(=O)(=O)Nc1ccc2c(c1)CC(=O)N([C@@H](C)CO)C[C@@H](C)[C@@H](CN(C)C(=O)NC(C)C)O2 | 4.7
O=C(CSc1nnc(-c2cccs2)n1-c1ccccc1)Nc1ccccc1Cl | 1.3
C[C@@H]1CN([C@@H](C)CO)C(=O)c2cc(NC(=O)Nc3ccc(F)cc3)ccc2O[C@H]1CN(C)S(C)(=O)=O | -3.7
C[C@@H]1CN([C@H](C)CO)C(=O)Cc2cc(NC(=O)c3ccncc3)ccc2O[C@H]1CN(C)C | ?
CC(C)N(C(=O)C[n+]1ccc(/C=N/O)cc1)C(C)C | -23.3
CC(Sc1ccccn1)C(=O)Nc1ccc(S(N)(=O)=O)cc1 (stereo unspecified) | -9.3
CCC(C)(C)n1c(=O)[nH]c2c(c1=O)CCC2 | -13.7
C[C@H](CO)N1C[C@H](C)[C@@H](CN(C)Cc2ccc(C(=O)O)cc2)Oc2c(NC(=O)C3CCCCC3)cccc2C1=O | -5.9
Cc1ccc(S(=O)(=O)N(C)C[C@@H]2Oc3ccc(NS(=O)(=O)c4cn(C)cn4)cc3C(=O)N([C@H](C)CO)C[C@@H]2C)cc1 | -10.9
C[C@@H]1CCCCO[C@@H](CN(C)C(=O)C2CCCCC2)[C@@H](C)CN([C@H](C)CO)C(=O)c2cc(NC(=O)Nc3ccc4c(c3)OCO4)ccc2O1 | 16.0
C[C@H](CO)N1C[C@H](C)[C@H](CN(C)S(=O)(=O)c2cccc(F)c2)Oc2ncc(C#Cc3ccccc3)cc2C1=O | 57.2
C[C@H]1CN([C@@H](C)CO)C(=O)Cc2cc(NS(=O)(=O)c3cn(C)cn3)ccc2O[C@@H]1CN(C)C(=O)NC1CCCCC1 | -3.4
C[C@@H]1CN([C@H](C)CO)C(=O)c2cc(NS(C)(=O)=O)ccc2O[C@@H]1CN(C)C(=O)Nc1ccc(C(F)(F)F)cc1 | -6.4
Cc1cccc(NC(=S)NCCCN2CCOCC2)c1 | -13.6
Cc1cc2c(CO)cc(SCC(O)C(=O)O)cc2o1 (stereo unspecified) | ?
COC(=O)c1ccccc1NC(=O)CC1Sc2ccc(C(F)(F)F)cc2NC1=O (stereo unspecified) | 0.9
Cc1ccc(S(=O)(=O)Nc2cccc3c2O[C@@H](CN(C)Cc2ccncc2)[C@H](C)CN([C@H](C)CO)C3=O)cc1 | -12.8
C[C@@H]1CN([C@@H](C)CO)C(=O)c2cc(NS(=O)(=O)c3cn(C)cn3)ccc2O[C@@H]1CN(C)C(=O)Nc1cccc2ccccc12 | -12.4
Cc1ccc(S(=O)(=O)N2CCN(C(=O)c3ccccc3)C2c2ccccc2)cc1 (stereo unspecified) | 20.1
O=C(COc1ccc2ccccc2c1)Nc1ccccc1C(=O)Nc1ccc(F)cc1 | 7.0
COc1ccc(S(=O)(=O)Nc2ccc3c(c2)CC(=O)N([C@H](C)CO)C[C@@H](C)[C@@H](CN(C)Cc2ccc(C(=O)Nc4ccccc4N)cc2)O3)cc1 | 60.1
CC(C)c1ccc(OCC(=O)Nc2ccc(O)cc2C(=O)O)cc1 | 7.9
C[C@@H]1CCCCO[C@H](CN(C)S(=O)(=O)c2cn(C)cn2)[C@@H](C)CN([C@H](C)CO)C(=O)c2cc(NS(=O)(=O)c3ccc(F)cc3)ccc2O1 | 15.6
C[C@H]1CN([C@@H](C)CO)C(=O)Cc2cc(NS(=O)(=O)c3ccc(F)cc3)ccc2O[C@@H]1CN(C)S(=O)(=O)c1cn(C)cn1 | -1.3
C[C@@H]1CN([C@@H](C)CO)C(=O)Cc2cc(NC(=O)Cc3cn(C)c4ccccc34)ccc2O[C@@H]1CN(C)S(=O)(=O)c1ccccc1 | 13.1
COc1cccc(CN(C)C[C@H]2OCc3cn(nn3)CCCC(=O)N([C@@H](C)CO)C[C@H]2C)c1 | -4.3
COC(CNC(=O)c1cc(-c2ccccc2)nc2ccccc12)OC | -3.6
C/C=C1\[C@H]2C=C(C)C[C@]1(N)c1ccc(=O)[nH]c1C2 | -8.3
C=C1C(=O)OC2CC(C)C3(/C=C/C(C)=O)OC3CC12 (stereo unspecified) | 48.8
CNC[C@@H]1Oc2c(NS(=O)(=O)c3ccc(OC)cc3)cccc2C(=O)N([C@H](C)CO)C[C@@H]1C | -9.6
CCOc1ccc(NC(=S)NC(Cc2ccccc2)c2ccccc2)cc1 (stereo unspecified) | -15.9
Cc1cccc(C)c1Nc1scc(C)[n+]1C | 13.7
C/C=C/[C@@H](CCn1cc([C@H](O)c2ccccc2)nn1)[Si](C)(C)c1ccc(OC)cc1 | 3.2
C[C@H](CO)N1C[C@H](C)[C@@H](CN(C)C(=O)Nc2ccccc2F)OCc2cn(nn2)CCCC1=O | -0.7

(continued)
SMILES | U2OS ROS induce
Cc1cccc(NC(=S)Nc2ccccn2)c1 | -8.3
CC(C)NC(=O)Nc1ccc2c(c1)C(=O)N([C@H](C)CO)C[C@@H](C)[C@@H](CN(C)Cc1ccc(C(F)(F)F)cc1)O2 | -2.9
Cc1noc(C)c1NC(=O)Nc1ccc2c(c1)C(=O)N([C@@H](C)CO)C[C@H](C)[C@@H](CN(C)Cc1ccc(C(=O)Nc3ccccc3N)cc1)O2 | 10.7
C[C@@H]1CN([C@@H](C)CO)C(=O)c2cc(NS(=O)(=O)c3ccc(Cl)cc3)ccc2O[C@@H]1CN(C)S(=O)(=O)c1ccccc1 | -16.3
Cc1cc(=O)oc2cc(OCc3cccc(F)c3)ccc12 | 25.5
O=C(N/N=C/c1ccc(O)c2ccccc12)c1ccccn1 | 23.2
C[C@@H]1CCCCO[C@@H](CN(C)Cc2ccc(C(=O)O)cc2)[C@@H](C)CN([C@H](C)CO)C(=O)c2cc(N(C)C)ccc2O1 | -4.8
COc1ccc(CN(C)C[C@@H]2Oc3ccc(NC(=O)Nc4ccccc4)cc3C(=O)N([C@H](C)CO)C[C@@H]2C)cc1 | 18.6
CCCCn1cnc2c(cnn2-c2ccc(F)cc2)c1=O | 3.3
C[C@H](CO)N1C[C@H](C)[C@H](CN(C)S(=O)(=O)c2ccc(Cl)cc2)Oc2ccc(NC(=O)Nc3ccc(F)cc3)cc2CC1=O | 20.7
Cc1ccc(S(=O)(=O)N(C)C[C@@H]2OCCCC[C@@H](C)Oc3ccc(NC(=O)NC4CCCCC4)cc3C(=O)N([C@H](C)CO)C[C@@H]2C)cc1 | 18.2
C[C@H](CO)N1C[C@H](C)[C@@H](CN(C)S(=O)(=O)c2ccccc2)Oc2c(NC(=O)C3CC3)cccc2C1=O | -2.7
CCSc1nnc(Cn2c(=O)sc3ccccc32)n1C | 59.2
C[C@H](CO)N1C[C@H](C)[C@H](CN(C)C(=O)Nc2ccc(C(F)(F)F)cc2)Oc2ccc(N(C)C)cc2C1=O | -4.2
C[C@@H]1CN([C@@H](C)CO)C(=O)c2cc(NC(=O)C3CC3)ccc2O[C@H]1CN(C)S(=O)(=O)c1ccc(Cl)cc1 | -1.4

Not a retest: entries from further up.
SMILES | U2OS ROS induce
CCSc1nnc(Cn2c(=O)sc3ccccc32)n1C | 59.2
C[C@H](CO)N1C[C@H](C)[C@H](CN(C)C(=O)Nc2ccc(C(F)(F)F)cc2)Oc2ccc(N(C)C)cc2C1=O | -4.2

Compounds listed so far that contain a Cl atom, in the order listed:
SMILES | U2OS ROS induce
COc1ccccc1C1N(c2ccc(Cl)cc2)C(=O)N2CCCN12 (stereo unspecified) | -5.8
O=C(CSc1nnc(-c2ccncc2)n1-c1ccc(Cl)cc1)Nc1ccc2cn[nH]c2c1 | -2.4
O=C(CSc1nnc(-c2cccs2)n1-c1ccccc1)Nc1ccccc1Cl | 1.3
C[C@@H]1CN([C@@H](C)CO)C(=O)c2cc(NS(=O)(=O)c3ccc(Cl)cc3)ccc2O[C@@H]1CN(C)S(=O)(=O)c1ccccc1 | -16.3
C[C@H](CO)N1C[C@H](C)[C@H](CN(C)S(=O)(=O)c2ccc(Cl)cc2)Oc2ccc(NC(=O)Nc3ccc(F)cc3)cc2CC1=O | 20.7
C[C@@H]1CN([C@@H](C)CO)C(=O)c2cc(NC(=O)C3CC3)ccc2O[C@H]1CN(C)S(=O)(=O)c1ccc(Cl)cc1 | -1.4

New compounds follow
SMILES | U2OS ROS induce
CN(CC(=O)Nc1ccccc1Br)S(=O)(=O)c1ccc2ccccc2c1 | -2.2
C[C@H](CO)N1C[C@H](C)[C@@H](CN(C)C(=O)Nc2ccc3c(c2)OCO3)Oc2ccc(NC(=O)c3ccncc3)cc2C1=O | 6.7
COc1ccc(CN(C)C[C@H]2Oc3ccc(NS(C)(=O)=O)cc3C(=O)N([C@H](C)CO)C[C@@H]2C)cc1 | -12.9
COc1ccc(CN(C)C[C@@H]2Oc3ccc(NC(=O)Nc4c(C)noc4C)cc3CC(=O)N([C@H](C)CO)C[C@H]2C)cc1 | 4.7
Cc1cc(C)c2nc(-c3ccccn3)cc(C(=O)NCCc3ccc(S(N)(=O)=O)cc3)c2c1 | 13.7
Cn1cnnc1SC1CCCCC1NS(=O)(=O)c1ccc(Cl)cc1 (stereo unspecified) | -1.7
COc1ccc(NC(=O)N(C)C[C@H]2Oc3ccc(NC(=O)Nc4c(C)noc4C)cc3CC(=O)N([C@H](C)CO)C[C@H]2C)cc1 | -3.2
O=C(CCCCCCC(=O)Nc1ccccc1O)N/N=C/c1ccccc1Cl | -8.0
C[C@H]1CN([C@@H](C)CO)C(=O)c2cc(NC(=O)CCC(F)(F)F)ccc2O[C@@H]1CN(C)CC1CC1 | -0.5
Cc1cc2cc3c(C)cc(=O)oc3c(C)c2o1 | -9.0
COc1cccc(NC(=O)N(C)C[C@H]2OCc3cn(nn3)CCCC(=O)N([C@@H](C)CO)C[C@@H]2C)c1 | 3.7
Cc1noc(C)c1NC(=O)N(C)C[C@@H]1OCCCC[C@@H](C)Oc2ccc(NS(C)(=O)=O)cc2C(=O)N([C@H](C)CO)C[C@@H]1C | 13.4
CC1CC(=O)c2cnc(N3CCc4ccccc43)nc2C1 (stereo unspecified) | 8.4
C[C@@H]1CCCCO[C@H](CN(C)C(=O)Cc2ccccc2)[C@@H](C)CN([C@H](C)CO)C(=O)c2cc(NS(=O)(=O)c3cn(C)cn3)ccc2O1 | -7.9
C[C@@H]1CN([C@H](C)CO)C(=O)c2cccc(NS(=O)(=O)c3cn(C)cn3)c2O[C@@H]1CN(C)C(=O)Nc1ccc(C(F)(F)F)cc1 | 0.2
C[C@H](CO)N1C[C@H](C)[C@H](CN(C)S(=O)(=O)c2ccccc2)Oc2ccc(NC(=O)Cn3cnnn3)cc2CC1=O | -10.7
